# FBPA coupling cs: qHTS Assay for Inhibitors of Fructose-1,6-bisphosphate Aldolase from Giardia Lamblia: Coupling assay counterscreen; coupling enzyme system counterscreen, AmpLite Red fluorescence; activity change, negative = inhibition, % at 58.2 µM, hits read low; hit rate 0.67% among 290,000; AID 2472, 2010; in the data active means activity change below about -30%; further: on the % scale 0 is the no-effect control and ±100 the full control effect
#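 Counterscreen of the coupled detection system alone, without aldolase: glyceraldehyde-3-phosphate coupling enzymes plus AmpLite Red readout. Compounds at 57.5 uM final, 10 min RT preincubation, 20 min RT reaction, fluorescence 525/598 nm.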
# ASM inhibitor: Inhibitors of Secretory Acid Sphingomyelinase (S-ASM): qHTS; placental ASM, HMU-PC fluorogenic substrate, 60 min; hit rate 0.006% among 340,000; Potency, µM (top dose mostly 57.5 µM), for inactives: at the top dose activity change, negative = inhibition, most hits filed as inhibitors; Sphingomyelin phosphodiesterase (Homo sapiens), P17405; further: potency means the concentration at half of the fitted maximal effect
#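 Human placenta-derived ASM enzyme was preincubated with compound for 10 minutes at room temperature, then given fluorogenic substrate HMU-PC0 (9 uM final) for 60 minutes at 37 °C; a pH 10 stop preceded fluorescence reading at Ex 386/Em 447 nm.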
# KCNH2 3.1 block: qHTS for Inhibitors of KCHN2 3.1: Mutant qHTS; Potassium voltage-gated channel subfamily H member 2, brain isoform KCNH2 3.1 (human); U2OS KCNH2 3.1, thallium flux FluxOr; stronger effect = lower value; activity change, % (tested at about 1.8 µM); hit rate 0.95% among 340,000;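 active means maximum activity change below -70%; inconclusive means maximum activity change from -70% to -50%; inactive means maximum activity change above -50%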;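 further: thallium influx rate constant from kinetic fluorescence after stimulation buffer; on the % scale 0 is the no-effect control and ±100 the full control effect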
#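 Steps: virus added to U2OS suspension (4 h, RT, dark); medium with 10% FBS added, cells plated, 37 C overnight; FluxOr/Red40 loading buffer 45 min RT; stimulation buffer, 2 min kinetic read; rate constant normalized.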
# MLL CXXC-DNA inh: qHTS Fluorescence Polarization Assay for Inhibitors of MLL CXXC domain - DNA interaction; Histone-lysine N-methyltransferase 2A (Homo sapiens), Q03164; MLL-CXXC / FITC-HOXA9 DNA fluorescence polarization; Potency, µM (top dose mostly 115 µM), without a hit: at the highest dose activity change, negative = inhibition, usual class: inhibitors; hit rate 0.037% among 290,000; AID 2662, 2010; active means well fitted inhibition curve with a large enough effect in the polarisation, with a control signal flat, not every such curve was filed as active; inconclusive means small, poorly fitted or top-dose-only effect, or effect the other way, or a change in a side signal; inactive means no such curve, though single readings can be large or run the other way; the % refers to the polarisation; further: potency means the concentration at half of the fitted maximal effect
# Target sequence (Q03164 whole entry, looked up, the tested form may be a part): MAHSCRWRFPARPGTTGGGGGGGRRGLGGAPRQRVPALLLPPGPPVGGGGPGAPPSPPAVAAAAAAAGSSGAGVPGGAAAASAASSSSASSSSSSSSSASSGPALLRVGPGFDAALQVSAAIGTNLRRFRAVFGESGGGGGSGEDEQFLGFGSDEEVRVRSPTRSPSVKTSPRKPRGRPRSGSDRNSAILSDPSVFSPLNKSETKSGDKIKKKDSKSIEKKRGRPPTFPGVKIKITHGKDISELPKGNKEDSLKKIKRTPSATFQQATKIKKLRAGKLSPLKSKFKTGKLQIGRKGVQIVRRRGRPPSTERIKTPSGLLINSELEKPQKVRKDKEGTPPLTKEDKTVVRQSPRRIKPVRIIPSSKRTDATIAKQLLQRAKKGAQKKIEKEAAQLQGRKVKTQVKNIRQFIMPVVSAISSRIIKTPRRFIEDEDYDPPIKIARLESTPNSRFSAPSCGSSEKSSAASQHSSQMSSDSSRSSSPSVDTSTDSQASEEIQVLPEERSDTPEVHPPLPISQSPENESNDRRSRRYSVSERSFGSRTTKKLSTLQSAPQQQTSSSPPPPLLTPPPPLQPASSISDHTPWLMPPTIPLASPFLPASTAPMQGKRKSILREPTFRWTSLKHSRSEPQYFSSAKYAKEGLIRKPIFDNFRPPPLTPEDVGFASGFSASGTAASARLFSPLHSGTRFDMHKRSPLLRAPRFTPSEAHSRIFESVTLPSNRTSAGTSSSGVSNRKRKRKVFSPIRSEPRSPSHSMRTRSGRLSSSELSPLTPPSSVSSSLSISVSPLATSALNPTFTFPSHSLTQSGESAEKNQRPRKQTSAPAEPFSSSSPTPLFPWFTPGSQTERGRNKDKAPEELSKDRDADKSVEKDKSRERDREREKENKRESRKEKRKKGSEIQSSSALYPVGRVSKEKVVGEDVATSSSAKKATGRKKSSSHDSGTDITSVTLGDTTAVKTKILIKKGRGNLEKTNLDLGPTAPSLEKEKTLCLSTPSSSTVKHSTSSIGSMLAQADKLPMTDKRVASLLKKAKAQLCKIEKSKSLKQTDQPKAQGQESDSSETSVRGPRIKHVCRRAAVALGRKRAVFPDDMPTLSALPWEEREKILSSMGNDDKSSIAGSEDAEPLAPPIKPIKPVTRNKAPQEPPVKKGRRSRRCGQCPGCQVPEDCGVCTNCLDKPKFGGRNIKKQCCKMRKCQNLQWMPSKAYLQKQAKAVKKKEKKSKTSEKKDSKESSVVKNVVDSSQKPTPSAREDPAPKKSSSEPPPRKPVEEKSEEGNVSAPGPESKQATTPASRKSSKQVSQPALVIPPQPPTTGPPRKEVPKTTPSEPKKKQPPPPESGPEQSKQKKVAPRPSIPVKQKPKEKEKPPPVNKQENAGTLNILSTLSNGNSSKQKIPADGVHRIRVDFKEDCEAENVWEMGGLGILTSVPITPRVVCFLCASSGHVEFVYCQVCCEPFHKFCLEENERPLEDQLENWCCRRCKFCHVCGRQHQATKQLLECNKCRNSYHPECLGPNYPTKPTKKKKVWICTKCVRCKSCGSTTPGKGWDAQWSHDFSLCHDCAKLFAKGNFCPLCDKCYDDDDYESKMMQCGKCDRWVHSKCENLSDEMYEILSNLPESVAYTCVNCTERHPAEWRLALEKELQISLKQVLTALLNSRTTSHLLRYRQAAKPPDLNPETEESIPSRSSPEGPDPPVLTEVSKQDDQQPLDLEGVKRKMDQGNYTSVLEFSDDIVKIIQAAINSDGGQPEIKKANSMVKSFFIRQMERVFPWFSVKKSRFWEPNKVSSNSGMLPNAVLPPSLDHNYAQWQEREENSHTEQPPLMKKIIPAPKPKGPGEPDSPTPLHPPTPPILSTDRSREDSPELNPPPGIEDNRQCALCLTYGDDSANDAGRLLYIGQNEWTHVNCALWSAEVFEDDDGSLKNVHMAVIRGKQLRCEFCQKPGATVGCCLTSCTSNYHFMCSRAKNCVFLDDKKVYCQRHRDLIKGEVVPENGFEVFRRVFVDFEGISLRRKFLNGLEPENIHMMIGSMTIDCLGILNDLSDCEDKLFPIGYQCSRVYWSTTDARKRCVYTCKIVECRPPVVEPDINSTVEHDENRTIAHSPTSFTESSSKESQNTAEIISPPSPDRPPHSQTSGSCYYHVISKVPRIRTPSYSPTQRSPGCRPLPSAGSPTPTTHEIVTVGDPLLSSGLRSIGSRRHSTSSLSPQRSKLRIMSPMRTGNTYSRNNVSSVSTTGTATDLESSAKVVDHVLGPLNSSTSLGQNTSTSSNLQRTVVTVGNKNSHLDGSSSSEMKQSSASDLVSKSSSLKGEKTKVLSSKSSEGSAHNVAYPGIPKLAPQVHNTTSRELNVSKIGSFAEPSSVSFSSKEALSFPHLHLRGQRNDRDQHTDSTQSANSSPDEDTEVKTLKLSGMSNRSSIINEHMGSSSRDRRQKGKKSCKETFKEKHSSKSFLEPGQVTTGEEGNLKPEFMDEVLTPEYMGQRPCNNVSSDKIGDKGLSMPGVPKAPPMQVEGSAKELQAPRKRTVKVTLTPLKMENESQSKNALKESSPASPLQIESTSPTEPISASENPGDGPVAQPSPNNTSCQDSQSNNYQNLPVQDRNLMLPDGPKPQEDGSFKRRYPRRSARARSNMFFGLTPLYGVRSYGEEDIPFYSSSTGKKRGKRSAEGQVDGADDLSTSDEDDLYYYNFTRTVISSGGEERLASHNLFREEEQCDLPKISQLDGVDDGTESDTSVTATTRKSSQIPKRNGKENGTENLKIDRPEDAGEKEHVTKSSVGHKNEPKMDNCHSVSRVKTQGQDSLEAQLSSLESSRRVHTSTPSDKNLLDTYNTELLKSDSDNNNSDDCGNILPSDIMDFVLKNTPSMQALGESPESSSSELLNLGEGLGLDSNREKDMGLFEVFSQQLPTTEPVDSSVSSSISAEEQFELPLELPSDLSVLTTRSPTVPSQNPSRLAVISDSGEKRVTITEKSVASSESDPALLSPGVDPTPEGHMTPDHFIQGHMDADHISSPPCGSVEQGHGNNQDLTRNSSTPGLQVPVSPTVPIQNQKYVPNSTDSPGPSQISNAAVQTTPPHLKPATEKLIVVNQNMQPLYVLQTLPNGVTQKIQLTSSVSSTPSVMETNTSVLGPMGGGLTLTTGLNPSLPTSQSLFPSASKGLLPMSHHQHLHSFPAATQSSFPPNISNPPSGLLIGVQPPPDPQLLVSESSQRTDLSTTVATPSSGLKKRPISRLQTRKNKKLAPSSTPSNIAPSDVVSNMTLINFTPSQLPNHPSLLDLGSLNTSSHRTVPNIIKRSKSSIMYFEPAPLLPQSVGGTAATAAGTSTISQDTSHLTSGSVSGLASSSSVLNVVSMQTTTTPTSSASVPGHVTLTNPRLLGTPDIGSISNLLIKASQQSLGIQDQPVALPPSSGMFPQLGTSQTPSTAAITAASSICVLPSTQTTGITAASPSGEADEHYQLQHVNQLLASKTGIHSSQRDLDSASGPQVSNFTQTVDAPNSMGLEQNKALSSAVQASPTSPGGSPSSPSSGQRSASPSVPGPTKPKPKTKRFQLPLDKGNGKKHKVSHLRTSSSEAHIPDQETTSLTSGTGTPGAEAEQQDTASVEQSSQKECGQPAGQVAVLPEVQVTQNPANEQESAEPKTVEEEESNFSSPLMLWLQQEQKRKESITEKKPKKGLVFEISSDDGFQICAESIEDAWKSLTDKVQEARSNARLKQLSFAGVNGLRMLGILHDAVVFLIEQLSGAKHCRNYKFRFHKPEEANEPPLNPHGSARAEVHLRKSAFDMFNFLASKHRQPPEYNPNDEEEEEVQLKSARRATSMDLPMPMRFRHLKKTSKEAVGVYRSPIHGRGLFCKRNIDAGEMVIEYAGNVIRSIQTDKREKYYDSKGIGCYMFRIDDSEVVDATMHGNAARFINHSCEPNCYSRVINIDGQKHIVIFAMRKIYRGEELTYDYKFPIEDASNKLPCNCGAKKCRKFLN
#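 Fluorescence polarization: 7 uM MLL-CXXC (stock) preincubated 5 min with compounds, then 50 nM fluorescein-HOX-A9 DNA (stock) added; 30 min ambient. Buffer 50 mM Tris-HCl pH 7.5, 50 mM NaCl, 1 mM DTT, 0.05% BSA.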
# MBNL1-CUG inh: qHTS Assay for Inhibitors of MBNL1-poly(CUG) RNA binding; TR-FRET MBNL1-His/biotin-(CUG)12 binding, 665/545 ratio; Potency, µM (series often up to 57.5 µM), for inactives: top-dose activity change, negative = inhibition, actives largely listed as inhibitors; hit rate 0.036% among 280,000; active means well fitted inhibition curve with a large enough effect in the signal ratio, with a control signal flat, not every such curve was filed as active; inconclusive means small, poorly fitted or top-dose-only effect, or effect the other way, or a change in a side signal; inactive means no such curve, though single readings can be large or run the other way; the % refers to the signal ratio; further: potency means the concentration at half of the fitted maximal effect; on the % scale 0 is the no-effect control and ±100 the full control effect
#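 TR-FRET between His-tagged MBNL1 and biotin-(CUG)12 RNA, detected with Tb anti-His antibody (0.055 ng/ul) and streptavidin-XL665 (5 nM), 60 min at room temperature. Compounds titrated 92 nM to 58 uM; 665/545 nm ratio normalized to buffer and complex controls.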
# Integrin act MD: qHTS for Activators of Integrin-Mediated Alleviation for Muscular Dystrophy; hit rate 0.064% among 350,000; Potency, µM (series often up to 38.3 µM), for the others: at the highest dose activation, most hits filed as activators; alpha7betagal myoblasts, beta-gal FDG fluorescence, 48 h;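 further: potency means the concentration at half of the fitted maximal effect; 100% = response of the positive control SU9516; nearly all actives have a fitted effect of over 60% in size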
#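 alpha7betagal+/- myoblasts (passage 13, 250/well) treated 48 h at 37C with compounds at 1:260 dilution of DMSO stock. Lysed, then beta-galactosidase activity read as FDG fluorescence (ex 480/em 540) after 30 min, with pre-read for autofluorescence.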
# TRPV1 ag: HTS Assay for Compounds that Act as Agonists of the Vanilloid Receptor 1; TRPV1-expressing cells, Fluo-8 calcium influx, agonist mode; activation, % at 8.33 µM; hit rate 0.19% among 320,000; in the data active means activation above about 80%; inconclusive means between about 30% and that limit; further: 0% is about no effect
#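 TRPV1-expressing cells were cultured overnight at 35.5C and loaded with Fluo-8 calcium dye for 40 to 90 min at room temperature. After a 10 s baseline, compound was added and calcium influx was read kinetically for 3 min (ex 480/em 520 nm).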
# hERG WT inh: qHTS for Inhibitors of KCHN2 3.1: Wildtype qHTS; activity change, % at 1.84 µM; Voltage-gated inwardly rectifying potassium channel KCNH2 (Homo sapiens), Q12809; AID 720551, 2013; U2OS, BacMam KCNH2, thallium flux FluxOr; stronger effect = lower value; hit rate 0.37% among 340,000;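 active means maximum activity change below -70%; inconclusive means maximum activity change between -70% and -50%; inactive means maximum activity change above -50%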; further: on the % scale 0 is the no-effect control and ±100 the full control effect
#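 U2OS cells were transduced with wild-type KCNH2 virus (2.03 x 10^8 / mL) for 4 h at room temperature, then cultured overnight at 37 C. Thallium flux was read with FluxOr dye. Rate constants were normalized to DMSO controls.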
# GALK inhibitor: qHTS Assay for Inhibitors of Human Galactokinase (GALK); P51570; hit rate 0.007% among 270,000; Potency, µM (highest dose often 57.5 µM), for inactives: top-dose activity change, negative = inhibition, most hits filed as inhibitors; Purified GALK, Kinase-Glo residual ATP luminescence; further: potency means the concentration at half of the fitted maximal effect; on the % scale 0 is the no-effect control and ±100 the full control effect
#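 ATP-depletion format; final 35 uM ATP, 100 uM D-galactose, 5 nM enzyme; pH 8.0 HEPES/Mg2+ buffer; 60 min RT; luminescence read 10 min after detection reagent.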
# A-T KAP1 phos: qHTS Assay for Identifying a Potential Treatment of Ataxia-Telangiectasia; hit rate 0.19% among 320,000; AID 485349, 2010; […] A-T fibroblasts, KAP-1 phosphorylation AlphaLISA; neocarzinostatin DNA damage 30 min before lysis; Potency, µM (doses to about 57.5 µM), inactives show top-dose activation, most hits filed as activators; further: potency means the concentration at half of the fitted maximal effect; % of control where 0% means no effect; nearly all actives have a fitted effect of over 45% in size
#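 hTERT-immortalized A-T patient fibroblasts ([…]), 500 cells/well in OPTI-MEM, 1% FBS, got compounds for 60 min, then NCS for 30 min at 37C. Lysates were then assayed for phospho-KAP-1 by AlphaLISA (anti-pKAP1 donor, anti-KAP1 acceptor beads), 6 hr at 25C.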
# * hit, by the source's call; ? = inconclusive; · = no result given; & = joins results of further samples; [ ] = dose if it differs, or a comment. Unless noted, the call rests on the fitted dose curve; in most records, active means well fitted curve in the direction sought with a large enough effect; inconclusive means small, poorly fitted or top-dose-only effect, or another doubt; inactive means no such curve, though single readings can be large; an effect the other way counts as inactive or inconclusive. An excerpt (hit frequency here may not be typical).
# Values run as follows: FBPA coupling cs, ASM inhibitor, KCNH2 3.1 block, MLL CXXC-DNA inh, MBNL1-CUG inh, Integrin act MD, TRPV1 ag, hERG WT inh, GALK inhibitor, A-T KAP1 phos
1. BrCC1C[n+]2c(SCc3ccccc3)nc3sc4c(c3c2O1)CCCC4 (centres undefined)
  0, -3%, -1, 9%, -4%, 0%, 17, 2, 1%, 40µM*
2. Cc1ccc(C(=O)O)cc1N=Nc1c(O)[nH]c(=O)[nH]c1=O
  -6, -10%, 30, 2%, ?, -27%, -5, 6, 13%, -3%
3. O=C1NC(=O)C(=Cc2ccc(N3CCN(C(=O)c4ccccc4)CC3)c([N+](=O)[O-])c2)C(=O)N1
  5, -1%, -13, 8%, ?, 15%, 1, 17, 0%, 0%
4. CCCC(C)C1(CC)C(=O)NC(=Nc2ccccc2OC)NC1=O (centres undefined)
  2, 3%, -21, -1%, 2%, 7%[7.66 µM], 1, -7, -3%, -1%
5. CN1CC(C(=O)c2ccc(F)cc2)C(c2ccc(F)cc2)C1 (centres undefined)
  2, -1%, 5, 4%, 1%, ?, 5, 57, 4%, -12%
6. Cc1ccccc1N1CCN(C2CCCN(C(=O)COc3ccccc3)C2)CC1 (centres undefined)
  0, 1%, -32, 21%, -5%, 13%, 24, 3, 3%, 6%
7. O=c1c2ccccc2nc(/C=C\c2ccccc2[N+](=O)[O-])n1-c1ccccc1O
  -9, -9%, -5, -15%, ·, -12%, ·, 26, -4%, 5%
8. O=C(N/N=C/c1c(O)n(-c2ccccc2)c(=S)[nH]c1=O)c1ccccc1
  0, 45%, 9, 3%, -4%, 24%, ?, 9, ·, 8%
9. CC(C)CNC(=O)c1c(N)n(Cc2ccc3c(c2)OCO3)c2nc3ccccc3nc12
  -51*, ·, -6, 2%, -2%, -66%[inhibitor], -1, -3, 1%, ?
10. CCN1C(=O)NC(=O)/C(=C\c2cn(CC(=O)N3CCCCC3)c3ccccc23)C1=O
  3, -2%, 4, -5%, -17%, -25%, 1, -10, -2%, 5%
11. COc1cc2c(cc1OC)C(C(=O)N(C)C1CCCCC1)C1CCCCN1C2=O (centres undefined)
  1, 0%, -4, 11%, ·, 11%, 19, 6, 0%, 2%
12. Cc1cccc(NC(=O)CSc2nnc([C@@H](N)Cc3c[nH]c4ccccc34)o2)c1C
  0, -3%, 7, -7%, -1%, 1%, 2, 9, 0%, -8%
13. CC(c1ccccc1)n1cncc1C(=O)N1CCCC1=O (centres undefined)
  2, 2%, -9, 4%, 9%, 8%, -1, -8, 2%, 3%
14. C=CC[N+]1(C)CC[C@]23c4c5ccc(O)c4O[C@H]2C(=O)CC[C@@]3(O)[C@H]1C5 (some centres undefined)
  ·, 4%, -3, ·, ·, ·, -1, 6, ·, -6%
15. C=CCOC(Cn1ccnc1)c1ccc(Cl)cc1Cl (centres undefined)
  ·, -1%, -25, 3%, ·, 17%, -2, 9, ·, 0%
16. O=C(COc1ccccc1)N1CCN(CCN2C(=O)c3cccc4cccc(c34)C2=O)CC1
  2, -3%, 6, 11%, ?, 9%, -3, 2, -2%, 4%
17. COc1ccc(CN2CCCC(C(=O)c3ccc(Cl)cc3)C2)c(O)c1 (centres undefined)
  0, -3%, -72*, -12%, -7%, ?, -1, -31, 8%, 2%
18. COc1ccc(-n2c(O)c(C=NCCCn3ccnc3)c(=O)[nH]c2=O)cc1
  2, 1%, -8, -17%, -9%, -11%, -3, -6, 1%, ·
19. C[N+]1(C)[C@@H]2CC(OC(=O)[C@H](CO)c3ccccc3)C[C@H]1[C@@H]1O[C@@H]12 (some centres undefined)
  2&1, -4%&-1%, 6&-8, 13%&-2%, -6%&2%, ·, 1&-1, 10&1, 7%&4%, -14%

# Nos. 7 to 14 of the list above:
# Values run as follows: FBPA coupling cs, ASM inhibitor, KCNH2 3.1 block, MLL CXXC-DNA inh, MBNL1-CUG inh, Integrin act MD, TRPV1 ag, hERG WT inh, GALK inhibitor, A-T KAP1 phos
7. O=c1c2ccccc2nc(/C=C\c2ccccc2[N+](=O)[O-])n1-c1ccccc1O
  -9, -9%, -5, -15%, ·, -12%, ·, 26, -4%, 5%
8. O=C(N/N=C/c1c(O)n(-c2ccccc2)c(=S)[nH]c1=O)c1ccccc1
  0, 45%, 9, 3%, -4%, 24%, ?, 9, ·, 8%
9. CC(C)CNC(=O)c1c(N)n(Cc2ccc3c(c2)OCO3)c2nc3ccccc3nc12
  -51*, ·, -6, 2%, -2%, -66%[inhibitor], -1, -3, 1%, ?
10. CCN1C(=O)NC(=O)/C(=C\c2cn(CC(=O)N3CCCCC3)c3ccccc23)C1=O
  3, -2%, 4, -5%, -17%, -25%, 1, -10, -2%, 5%
11. COc1cc2c(cc1OC)C(C(=O)N(C)C1CCCCC1)C1CCCCN1C2=O (centres undefined)
  1, 0%, -4, 11%, ·, 11%, 19, 6, 0%, 2%
12. Cc1cccc(NC(=O)CSc2nnc([C@@H](N)Cc3c[nH]c4ccccc34)o2)c1C
  0, -3%, 7, -7%, -1%, 1%, 2, 9, 0%, -8%
13. CC(c1ccccc1)n1cncc1C(=O)N1CCCC1=O (centres undefined)
  2, 2%, -9, 4%, 9%, 8%, -1, -8, 2%, 3%
14. C=CC[N+]1(C)CC[C@]23c4c5ccc(O)c4O[C@H]2C(=O)CC[C@@]3(O)[C@H]1C5 (some centres undefined)
  ·, 4%, -3, ·, ·, ·, -1, 6, ·, -6%

# Screening results from PubChem.
